Screening results from PubChem BioAssay.
CHRM1 agonist – human M1 muscarinic receptor agonism; AID 588814; P11229; CHO-K1 hM1, Fluo-8 calcium fluorescence, agonist mode; 0% DMSO, 100% acetylcholine EC100; activation, % at 3 µM; actives 0.33% (n = 360,000);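 active = activation above the run's mean compound activation plus 3 SD, cut at about 16% in these data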;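 note: peak over basal fluorescence ratio within a 140 s kinetic read after compound addition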
Target sequence (P11229 whole entry, looked up): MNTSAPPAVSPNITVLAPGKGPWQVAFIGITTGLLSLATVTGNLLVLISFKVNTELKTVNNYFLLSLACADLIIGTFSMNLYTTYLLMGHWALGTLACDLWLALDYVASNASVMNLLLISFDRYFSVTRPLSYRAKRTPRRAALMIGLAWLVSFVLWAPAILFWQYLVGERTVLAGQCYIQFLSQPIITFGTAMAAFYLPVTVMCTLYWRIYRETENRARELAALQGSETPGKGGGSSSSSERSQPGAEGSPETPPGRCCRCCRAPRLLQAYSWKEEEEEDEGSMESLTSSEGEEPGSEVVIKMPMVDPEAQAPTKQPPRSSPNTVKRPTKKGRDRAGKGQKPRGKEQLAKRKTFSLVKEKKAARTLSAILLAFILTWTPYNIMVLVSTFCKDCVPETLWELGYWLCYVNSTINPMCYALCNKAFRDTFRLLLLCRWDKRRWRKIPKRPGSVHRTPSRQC
M4 ag – agonists of human muscarinic M4 receptor (CHRM4). P08173. AID 624127. actives 0.14% (n = 360,000). activation, % at 3 µM. CHO-K1 hM4/Gqi5, Fluo-8 calcium fluorescence; vehicle 0%, full acetylcholine response 100%;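 active = activation above the run mean over all test wells plus 3 SD, cut at about 32% in these data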;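 note: peak over basal fluorescence ratio per well then scaled between controls; 0% = DMSO wells and 100% = acetylcholine at EC100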
CHO parental Ca – signal in parental CHO cells, OX1R antagonist counter-screen; parental CHO-K1, ATP-induced calcium, Fluo-8 fluorescence; inhibition, % at 5.6 µM; actives 0.63% (n = 330,000); AID 463079;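 active = inhibition above that plate's mean sample inhibition plus 3 SD, cut at about 26% in these data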;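 note: 0% = ATP-challenged DMSO wells and 100% = DMSO wells without ATP; some compounds past the cut are filed as inactive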
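Measured by: calcium-sensitive Fluo-8 fluorescence / Test system: CHO parental line / Controls: ATP-challenged DMSO wells low, unchallenged DMSO wells high / Measure: % inhibition / Compound: single nominal dose of 5.6 µM per compound / Replicates: single well per compound, no replicates / Reagent: ATP as calcium-mobilizing challenge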
M4 antag – blocks acetylcholine activation of human M4 receptor. CHO-hM4 cells, ACh EC80, Fluo-8 calcium fluorescence. actives 0.73% (n = 360,000). inhibition, % at 3 µM. P08173;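 active = inhibition above its plate's cutoff, the mean inhibition of sample wells plus 3 SD, cut at about 27% in these data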;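 note: 0% = acetylcholine EC80 with DMSO and 100% = DMSO without agonist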
CHRM1 antagonist – antagonists of human M1 muscarinic receptor; AID 588852; inhibition, % at 3 µM; P11229; CHO-K1 hM1, Fluo-8 calcium fluorescence, ACh EC80 antagonist; actives 1.3% (n = 360,000);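 active = percent inhibition above its own plate's cutoff, namely the mean of that plate's compound wells plus 3 SD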;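 note: peak over basal fluorescence ratio during 140 s after agonist addition; 0% = ACh EC80 plus DMSO and 100% = DMSO alone without agonist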
M1 ag parental – M1 agonist counterscreen hit in parental CHO-K1 cells; activation, % at 3 µM; Fluo-8 calcium fluorescence; scaled to maximal ATP response, vehicle zero; AID 602248; actives 0.48% (n = 360,000); in the data active = activation above about 15%;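 note: untransfected CHO-K1 host cells lacking M1 receptor as counterscreen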
CHO-K1 Ca antag – nonselective inhibitor or artifact in parental CHO-K1 cells; inhibition, % at 3 µM; AID 602250; ATP-induced calcium, Fluo-8 fluorescence; actives 0.6% (n = 360,000);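 active = inhibition above a per-plate cutoff, the plate's mean sample inhibition plus 3 SD, cut at about 24% in these data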;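 note: 0% = DMSO plus EC80 ATP and 100% = DMSO alone without ATP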
CHRM1 PAM – human CHRM1 positive allosteric modulation. P11229. CHO-K1 hM1, Fluo-8 calcium fluorescence, ACh EC20; 0% = ACh EC20, 100% = maximal ACh. activation, % at 3 µM. actives 0.088% (n = 360,000); in the data active = activation above about 19%, passing the limit was not always enough
OXTR potentiator – human OXTR potentiation | actives 0.061% (n = 320,000) | activation, % at 3 µM | P30559 | AID 2445 | CHO-OTR cells, Fluo-8 calcium fluorescence, potentiator mode; 0% = oxytocin EC15, 100% = EC100;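 active = activation above that plate's cutoff, the mean activation of tested compounds plus 3 SD, cut at about 6.6% in these data, passing the limit was not always enough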;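 note: 100% uses oxytocin at 75 nM as the full agonist control; some results filed as inactive read as strong as hits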
Target sequence (P30559 whole entry, looked up): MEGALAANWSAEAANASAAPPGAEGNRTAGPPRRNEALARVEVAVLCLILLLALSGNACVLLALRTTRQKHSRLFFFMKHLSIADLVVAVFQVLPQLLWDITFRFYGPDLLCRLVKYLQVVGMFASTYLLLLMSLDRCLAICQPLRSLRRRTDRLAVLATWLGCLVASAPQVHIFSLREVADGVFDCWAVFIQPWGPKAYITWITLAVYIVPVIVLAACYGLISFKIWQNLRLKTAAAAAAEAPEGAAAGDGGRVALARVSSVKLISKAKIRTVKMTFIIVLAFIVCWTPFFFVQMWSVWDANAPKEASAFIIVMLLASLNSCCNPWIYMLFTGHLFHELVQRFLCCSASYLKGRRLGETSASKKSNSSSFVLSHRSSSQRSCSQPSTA
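Material: human OTR in CHO cells. Compound: 3.0 µM, one dose. Timing: compound 6 min at room temperature before oxytocin, 100 s read. Evaluation: % activation of max/min ratio relative to oxytocin controls. Replication: single well per compound, singlicate. Signal: Fluo-8 calcium dye fluorescence.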
* marks the source's active call; other numbers are inactive results; . = not tested or not shown.

SMILES | CHRM1 agonist | M4 ag | CHO parental Ca | M4 antag | CHRM1 antagonist | M1 ag parental | CHO-K1 Ca antag | CHRM1 PAM | OXTR potentiator
CC(=O)Nc1ccc(NC(=O)c2ccccc2S(=O)(=O)c2ccccc2[N+](=O)[O-])cc1 | -7 | 4 | -4 | 2 | -10 | 0.9 | -11 | 7 | -6
CN(C)S(=O)(=O)c1ccc(C(=O)Oc2coc(CSc3ncccn3)cc2=O)cc1 | -10 | 1 | 4 | 3 | -12 | 0.6 | -6 | 13 | -8
O=C(Nc1nnc(SCc2ccccn2)s1)C1CC(=O)N(c2ccc(F)cc2)C1 (stereo unspecified) | -2 | 2 | -2 | 4 | 25* | 0.5 | 3 | 1 | -4
Cc1nn(C(C)C(=O)NC2CCC(C)CC2)c(=O)c2nn(-c3ccccc3)c(C)c12 (stereo unspecified) | -2 | 15 | -22 | 4 | 6 | 6.9 | -14 | -4 | 2
CCCOC(=O)CSc1nnc(-c2ccc(Cl)cc2Cl)o1 | -3 | -1 | 6 | 5 | 2 | -0.1 | 2 | 2 | -16
COc1ccc(Br)cc1CNC(=O)C1CCN(S(=O)(=O)N2CCC(C)CC2)CC1 | -10 | 0 | -18 | -6 | 0 | 0.0 | -6 | -3 | 1
O=C(Cc1ccccc1)NCCCN1CCN(CCCNC(=O)Cc2ccccc2)CC1 | -4 | 0 | -1 | -1 | -5 | 0.7 | -4 | 7 | 2
CCOC(=O)Cn1c(C)c(C#N)c2ccccc21 | -4 | 0 | -13 | 2 | -3 | 0.5 | -18 | 9 | -3
O=S(=O)(c1ccccc1)N1CCN(c2nc3ccccc3s2)CC1 | 0 | 1 | 5 | -10 | -12 | 0.1 | 11 | -1 | -11
Clc1cccc(CN2CCN(Cc3ccco3)CC2)c1 | -10 | 1 | -8 | -13 | -3 | -0.1 | -5 | 0 | -1
COc1ccc(CNc2cc(C)nc3ncnn23)c(OC)c1 | 2 | 9 | 12 | 1 | 4 | 11 | 8 | -3 | -11
O=[N+]([O-])c1ccc(S(=O)(=O)NCC(c2ccc3c(c2)OCO3)N2CCOCC2)cc1 (stereo unspecified) | -2 | 1 | . | -3 | -14 | 1.0 | -17 | 14 | .
COc1c(C)cc(C(=O)C2CCCN(C(=O)/C=C/c3ccccn3)C2)cc1C (stereo unspecified) | -2 | 1 | -10 | 2 | -18 | 0.9 | -8 | 12 | -12
C[C@@H]1CN([C@H](C)CO)C(=O)CCCn2nncc2CO[C@H]1CN(C)Cc1ccc2c(c1)OCO2 | -10 | 1 | . | -2 | 2 | 1.0 | -10 | -1 | .
COc1ccc(C)cc1NC(=O)C(Sc1nnc(-c2cccs2)o1)c1ccccc1 (stereo unspecified) | -9 | 0 | -30 | 6 | 1 | 0.0 | 6 | -4 | 1
O=c1c2ccccc2ncn1Cc1ccc2c(c1)OCO2 | 0 | 0 | -3 | -2 | -9 | 0.2 | -8 | 6 | -4
Cc1cc(=O)[nH]c(SCC(=O)NCc2ccco2)n1 | -4 | 0 | -3 | -2 | 1 | 0.6 | 0 | 2 | -6
COc1ccc(C(=O)N2CCCC(N3CCN(c4ccccc4OC)CC3)C2)c(OC)n1 (stereo unspecified) | -4 | 3 | -27 | -8 | -11 | 2.9 | -25 | 9 | -19
COc1ccc2c(c1)[nH]c1c(N3CCSCC3)ncnc12 | 3 | 24 | 0 | 14 | 16 | 12 | -3 | -13 | -20
CC12CCC(C[N+](C)(C)C1)C2(C)C (stereo unspecified) | -4 | 6 | -2 | -2 | -4 | 8.8 | -8 | 11 | -7
O=S(=O)(Nc1cccc(-n2cnnn2)c1)c1ccccc1 | -3 | 1 | -1 | 3 | -6 | 1.3 | -11 | 5 | -5
O=C(c1ccccc1Br)N1CCn2c1nc1ccccc12 | -3 | 1 | 1 | -2 | 18 | -0.4 | -8 | -4 | -2
O=C(NC1CCN(Cc2ccccc2)CC1)c1cccc(OC(F)F)c1 | -5 | 2 | -10 | -4 | 3 | 0.9 | -12 | -3 | -9
Cc1occc1-c1nnc(SCC(=O)N(C)C)o1 | -4 | 0 | -9 | -2 | -17 | 0.2 | -7 | 7 | 4
Cc1cccc(NS(=O)(=O)c2ccc(C)c(NS(=O)(=O)c3cccs3)c2)c1 | 1 | 1 | . | -11 | -15 | 1.2 | -8 | 4 | .
CCOc1ccc(-n2c(=O)c3c4c(sc3n(CC(=O)NCc3ccco3)c2=O)CCC4)cc1 | -3 | 0 | 2 | 1 | -13 | -0.1 | -5 | -1 | -6
CC(=O)Nc1ccc(OC(=O)CC2SC(=O)NC2=O)cc1 (stereo unspecified) | -1 | 0 | -3 | -2 | 9 | -0.1 | -6 | 1 | 0
COCCNc1ccc(N2C(=O)C3CCCCC3C2=O)cc1[N+](=O)[O-] (stereo unspecified) | 0 | 1 | -27 | -1 | -9 | 1.5 | -12 | 9 | -6
COC(=O)c1cc(OC(=O)c2ccc(=O)[nH]c2)cc(C(=O)OC)c1 | 0 | 1 | -8 | 0 | -16 | 0.1 | 24 | 17 | 7
Cc1ccc(C(=O)COC(=O)CCC(=O)NC2CCCCC2)cc1C | -1 | 1 | 6 | -1 | -15 | 0.5 | 1 | 2 | 2
C/C=C(\C)C(=O)N1CC2(CC(c3cccc(NC(=O)COc4ccc(Cl)cc4)c3)=NO2)C[C@@H]1C(N)=O (stereo partly specified) | -3 | 2 | -9 | 2 | -8 | 0.8 | -20 | 6 | 1
COc1c(Cl)cc(Cl)cc1CNCCO | -2 | 0 | -7 | -3 | 1 | -0.1 | 15 | 2 | 2
CCCOc1ccc(/C=N/NC(=O)c2c(-c3ccccc3)noc2C)cc1OC | -3 | 2 | -15 | -3 | 0 | 0.4 | 1 | 2 | -5
COC(=O)CCC(=O)NS(=O)(=O)c1ccc(N=NN2CCOCC2)cc1 | -5 | 1 | -16 | -2 | -2 | 0.1 | 8 | -8 | 0
O=C1NC(c2ccccc2)(C(F)(F)F)SC2=NCCCN12 (stereo unspecified) | -10 | 0 | -7 | -3 | -4 | 0.8 | -22 | 1 | -2
CC1Cc2ccccc2N1C(=O)COc1cccc(-n2cnnn2)c1 (stereo unspecified) | -1 | 7 | -14 | 2 | -8 | 2.3 | -4 | 8 | -12
COc1ccccc1Nc1ncnc2ccc(C)cc12 | -3 | 0 | -21 | 5 | 4 | 0.1 | -1 | 1 | -7
CC(NC(=O)CCCCCCN1C(=O)c2ccccc2C1=O)c1ccc2c(c1)CCCC2 (stereo unspecified) | -6 | 5 | -38 | -4 | -6 | 4.8 | -10 | -3 | -9
O=C(O)CCNC(=O)/C(=C/c1ccco1)NC(=O)c1ccco1 | -4 | 0 | 7 | -11 | -3 | 1.0 | -14 | 4 | -7
Cc1nn(CCC#N)c(N)c1C1(O)C(=O)Nc2c(Cl)cc(Cl)cc21 (stereo unspecified) | -1 | 1 | -11 | -7 | -8 | 0.1 | -12 | 6 | -15
O=C1NC[C@@H](CCCCN2C[C@H](Cc3ccccc3)N(CC3CCCCC3)C(=O)C2=O)N(CCc2ccc(O)cc2)C1=O | . | 0 | . | -5 | . | 0.4 | -16 | . | .
COc1cccc(C=Nc2ccccc2C(=O)Nc2nccs2)c1OC | -5 | 1 | -18 | 7 | -16 | 0.6 | -9 | 3 | 3
CCn1c(SCC(=O)NC2CCCC2)nc2c(c1=O)SCC2 | 2 | -2 | . | -4 | -25 | -0.8 | -1 | 16 | .
COc1cc(NC(=S)N2CCN(C/C=C/c3ccccc3)CC2)cc(OC)c1 | -9 | 4 | -4 | -5 | -7 | 1.6 | -12 | 9 | 3
O=C(NCC1CCCO1)c1ccc2c(c1)ncn2-c1cccc(F)c1 (stereo unspecified) | -2 | 3 | 2 | 8 | -7 | 1.1 | -10 | 8 | -4
CC(C)N1CCN(c2ccncc2S(=O)(=O)N2CCN(C)CC2)CC1 | -8 | 0 | . | -6 | 47* | 0.3 | -6 | -26 | .
C/C(=N\OCC(=O)OCC(=O)N(C)c1ccccc1)c1ccc2c(c1)OCO2 | -4 | 4 | -23 | -1 | 0 | 0.9 | -10 | 2 | -6
Cc1ccc(N(CC(=O)N2CCN(c3ccc(F)cc3)CC2)S(=O)(=O)c2c(C)noc2C)cc1 | -4 | 8 | -24 | 0 | 3 | 4.8 | -13 | -4 | 0
COc1ccc(COc2ccsc2C(=O)Nc2ccc(Cl)cc2)cc1 | -7 | 0 | -24 | 5 | -1 | 0.4 | -24 | -4 | -5
COc1ccc(N2CCOCC2)c(NC(=O)c2cc3ccccc3o2)c1 | 5 | 4 | -38 | -8 | -8 | 0.8 | -14 | 17 | -5
Cc1ccc2nc(N3C(=O)C(O)=C(C(=O)c4ccco4)C3c3cccc(O)c3)sc2c1 (stereo unspecified) | -1 | 1 | -1 | 10 | -4 | 0.0 | -4 | 3 | -7
COc1ccc(/C=C/C(=O)N(C)CC(=O)Nc2cccc(F)c2)cc1S(=O)(=O)N1CCCCC1 | -4 | 0 | . | 5 | -14 | -0.3 | 5 | 12 | .
COC(=O)Cn1cc(C(=O)OC)cc(Br)c1=O | -2 | 1 | -7 | 7 | -8 | 0.3 | -12 | 12 | -15
Cc1ccc(S(=O)(=O)N2CCN(C)CC2)cc1C | -5 | 0 | 3 | 1 | 0 | -0.2 | -2 | -2 | -5
CC(C)OC(=O)c1nnc(Cc2ccc(F)cc2)o1 | -2 | 0 | 1 | -17 | -13 | -0.4 | -15 | 7 | -8
COC(=O)C1(C(C[N+](=O)[O-])c2ccco2)C(=O)NCC1c1ccccc1 (stereo unspecified) | -1 | 0 | -7 | 18 | -9 | 0.0 | 1 | 4 | 10
Cc1ccc(-n2cc(-c3ccccc3)c3c(NN4CCOCC4)ncnc32)cc1 | -5 | 22 | -16 | -19 | 15 | 5.0 | -2 | 0 | -12
CCCc1cc(=O)oc2c(C)c(OCC(=O)NCCN3CCOCC3)ccc12 | -3 | 1 | 1 | 7 | -11 | 1.0 | 4 | 6 | -7
O=C(CN1C(=O)C2CCCCC2C1=O)Nc1nccs1 (stereo unspecified) | -3 | 3 | -5 | -8 | -12 | 0.4 | -6 | 10 | -5
CC(C)N1CCCC(C)(C(=O)Nc2cccc(Oc3ccccc3)c2)C1 (stereo unspecified) | -10 | 2 | . | 4 | 36* | 0.3 | -14 | -20 | .
C(=N\Nc1nc(N2CCCC2)nc(N2CCCC2)n1)/c1ccncc1 | -14 | 2 | -11 | 0 | 1 | 3.9 | -15 | 9 | -4

3 compounds out of the list, arranged by molecular weight, smallest number first.
SMILES | CHRM1 agonist | M4 ag | CHO parental Ca | M4 antag | CHRM1 antagonist | M1 ag parental | CHO-K1 Ca antag | CHRM1 PAM | OXTR potentiator
O=C(NC1CCN(Cc2ccccc2)CC1)c1cccc(OC(F)F)c1 | -5 | 2 | -10 | -4 | 3 | 0.9 | -12 | -3 | -9
CCCOc1ccc(/C=N/NC(=O)c2c(-c3ccccc3)noc2C)cc1OC | -3 | 2 | -15 | -3 | 0 | 0.4 | 1 | 2 | -5
Cc1ccc2nc(N3C(=O)C(O)=C(C(=O)c4ccco4)C3c3cccc(O)c3)sc2c1 (stereo unspecified) | -1 | 1 | -1 | 10 | -4 | 0.0 | -4 | 3 | -7
